# Screening data deposited in PubChem by Broad Institute.
# esBAF inh: Bmi1 luciferase reporter increase in mESCs, primary screen, esBAF inhibitor project, mouse ES cells, Bmi1 luciferase knock-in, single point; 24 h; 100% = twice the neutral-well signal; reporter increase, % at 12.5 µM; actives 2% (n = 350,000); AID 602393, 2012; in the data active means activation above about 40%; inconclusive means no clear call, values can overlap the other calls;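 further: 0% = median of the plate's neutral control wells and 100% = double that signal; a rise in the Bmi1 reporter signal indicates esBAF inhibition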
# ARNT-TACC3 inh: disruptors of ARNT/TACC3 protein interaction, primary screen, biochemical, AlphaScreen, single concentration; AlphaScreen His-ARNT PAS-B/GST-TACC3 binding, luminescence; TACC3 fragment carries E629A point mutation; inhibition, % at 9.99 µM; actives 0.66% (n = 390,000); AID 623870, 2012;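 active means mean inhibition of replicates at least 50% and at least half of replicates each reaching 50%; inconclusive means half or more replicates reach 50% but mean below 50%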;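 further: 0% = complete ARNT plus TACC3 wells and 100% = ARNT alone without TACC3; many hits fall short of the cut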
# SIRT5 inh: SIRT5 desuccinylase inhibitors, primary screen, biochemical, fluorescence imaging, single point, set 5; Purified SirT5, succinyl-peptide AMC, trypsin-coupled fluorescence; inhibition, % at 15 µM; actives 1.1% (n = 330,000); AID 652115, 2013; in the data active means inhibition above about 15%; inconclusive means no clear call, values can overlap the other calls
# Target sequence (Q9NXA8 whole entry, looked up): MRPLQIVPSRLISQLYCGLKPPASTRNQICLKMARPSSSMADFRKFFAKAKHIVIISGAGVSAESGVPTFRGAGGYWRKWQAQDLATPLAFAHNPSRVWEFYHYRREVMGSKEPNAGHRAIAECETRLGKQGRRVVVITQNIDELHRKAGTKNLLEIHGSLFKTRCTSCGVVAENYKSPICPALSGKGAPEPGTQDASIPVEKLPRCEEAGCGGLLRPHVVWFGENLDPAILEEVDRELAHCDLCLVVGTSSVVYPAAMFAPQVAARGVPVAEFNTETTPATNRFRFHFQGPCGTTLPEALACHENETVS
# miR122 inh: miR-122 Renilla sensor signal increase in Huh7, primary screen, miR-122 inhibitor project, cell-based, single point, plate reader. Huh7 miR-122 Renilla luciferase sensor, 48 h; neutral wells = 0, positive control = 100. activation (reporter increase), % at 12.5 µM. actives 0.3% (n = 340,000). AID 602342, 2012;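 active means mean replicate activation score at least 90 and every replicate individually at or above 90; inconclusive means only one of the two criteria met; inactive means neither criterion met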;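 further: higher luciferase means less miR-122 activity so hits act as miR-122 inhibitors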
# ERp5 block: inhibitors of ERp5-driven insulin aggregation, primary screen, biochemical, turbidity, absorbance 650 nm, single point; Protein disulfide-isomerase A6 (Homo sapiens), Q15084; 90 min; inhibition, % at 9.99 µM; actives 0.05% (n = 350,000);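 active means mean replicate inhibition above about 25%, with every replicate also reaching it, limit read from the data, passing the limit was not always enough; inconclusive means only one of those two criteria met; inactive means neither criterion met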
# Target sequence (Q15084 whole entry, looked up): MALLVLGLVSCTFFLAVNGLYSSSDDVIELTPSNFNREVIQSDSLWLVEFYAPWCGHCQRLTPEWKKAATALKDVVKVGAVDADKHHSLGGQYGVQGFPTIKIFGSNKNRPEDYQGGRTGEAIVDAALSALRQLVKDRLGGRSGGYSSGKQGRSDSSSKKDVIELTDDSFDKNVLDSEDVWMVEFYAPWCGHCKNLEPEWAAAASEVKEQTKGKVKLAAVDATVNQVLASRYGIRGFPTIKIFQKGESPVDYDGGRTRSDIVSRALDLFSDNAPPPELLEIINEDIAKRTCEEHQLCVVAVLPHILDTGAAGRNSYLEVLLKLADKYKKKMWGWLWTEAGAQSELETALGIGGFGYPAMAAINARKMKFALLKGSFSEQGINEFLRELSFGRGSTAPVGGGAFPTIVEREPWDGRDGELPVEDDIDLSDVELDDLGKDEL
# C2C12 statin: suppressors of statin myotoxicity in C2C12 myotubes, primary screen, cell-based, single point, plate reader | AID 602340, 2012 | C2C12 myotubes + simvastatin, ATP luminescence, 48 h; scaled: DMSO 0, geranylgeraniol control 100 | actives 0.78% (n = 330,000) | rescue of ATP level, % at 7.49 µM;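 active means mean ATP rescue above about 67%, or every replicate alone reaching that limit, limit read from the data, passing the limit was not always enough; inconclusive means no clear call, values can overlap the other calls; inactive means mean under the limit and some replicate under it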;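 further: myotubes were challenged with 10 µM simvastatin during compound exposure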
# Cneo AK release: Cryptococcus neoformans cell lysis inducers, primary screen, AK release luminescence, single concentration. C. neoformans lysis, adenylate kinase release luminescence, 4 h; normalised: neutral wells 0, clomiphene wells 100. lysis activity, % at 15 µM. actives 0.2% (n = 360,000). AID 651654, 2012;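 active means mean lysis activity across replicates of at least 80%, whatever share of replicates individually reach that level; inactive means mean lysis activity below 80%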
#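 Test system: log-phase Cryptococcus neoformans yeast cells; Quantity: yeast cell density of 5 × 10^6 cells/mL; Buffer or medium: YPD; Doses: single compound concentration per well; Timing: 4 h at 37 °C static, read 1 h later; Measured by: AK luminescence; Read-out basis: lysis from increased AK signal; Control set: Clomiphene as positive control.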
# Starred values were filed as active, the others as inactive; ? = inconclusive; nt = no result given; [ ] = dose if it differs, or a comment.
# Start of the listing, in advance (seven entries):
# Below each SMILES: esBAF inh	ARNT-TACC3 inh	SIRT5 inh	miR122 inh	ERp5 block	C2C12 statin	Cneo AK release
1) C[C@@H](NC(=O)C[C@@H]1C=C[C@H](NC(=O)c2cccnc2)[C@@H](CO)O1)c1ccccc1
    8	-3	-1	nt	-2	-17	-5
2) Cc1ccc(C(=O)Nc2ccc3nc(C)sc3c2)o1
    ?	nt	1	-4	1	-5	-2
3) COc1ccc(-c2[nH]c(-c3ccccc3)nc2SCC(=O)Nc2nccs2)cc1
    9	9	-1	nt	-2	-41	2
4) CCCCNc1nc2ccccc2n1CC(=O)N1CCc2ccccc2C1
    -8	2	nt	13	nt	-23	0
5) Cc1ccc(-c2nn(-c3ccccc3)cc2/C=C/C(=O)Nc2nccs2)cc1
    -2	-7	nt	1	nt	-88	2
6) Cc1noc(C)c1NC(=O)Nc1ccc2c(c1)CC(=O)N([C@@H](C)CO)C[C@@H](C)[C@@H](CN(C)C)O2
    -8	-12	0	-1[16.7 µM]	-3	5	0
7) O=C(NCc1ccccc1)c1ccccc1NC(=O)C1CCCCC1
    -3	-4	-2	6	2	9	2

# Main list, repeating the preview:
# Below each SMILES: esBAF inh	ARNT-TACC3 inh	SIRT5 inh	miR122 inh	ERp5 block	C2C12 statin	Cneo AK release
1) C[C@@H](NC(=O)C[C@@H]1C=C[C@H](NC(=O)c2cccnc2)[C@@H](CO)O1)c1ccccc1
    8	-3	-1	nt	-2	-17	-5
2) Cc1ccc(C(=O)Nc2ccc3nc(C)sc3c2)o1
    ?	nt	1	-4	1	-5	-2
3) COc1ccc(-c2[nH]c(-c3ccccc3)nc2SCC(=O)Nc2nccs2)cc1
    9	9	-1	nt	-2	-41	2
4) CCCCNc1nc2ccccc2n1CC(=O)N1CCc2ccccc2C1
    -8	2	nt	13	nt	-23	0
5) Cc1ccc(-c2nn(-c3ccccc3)cc2/C=C/C(=O)Nc2nccs2)cc1
    -2	-7	nt	1	nt	-88	2
6) Cc1noc(C)c1NC(=O)Nc1ccc2c(c1)CC(=O)N([C@@H](C)CO)C[C@@H](C)[C@@H](CN(C)C)O2
    -8	-12	0	-1[16.7 µM]	-3	5	0
7) O=C(NCc1ccccc1)c1ccccc1NC(=O)C1CCCCC1
    -3	-4	-2	6	2	9	2
8) CN1C(N)=NC(=O)/C1=C/c1ccc(OC(F)(F)F)cc1
    -6	nt	-3	-1	0	-7	0
9) COc1ccc(NC(=O)N(C)C[C@H]2Oc3ncc(-c4cccnc4)cc3C(=O)N([C@H](C)CO)C[C@H]2C)cc1
    6	22	2	11[16.7 µM]	-3	17	5
10) Cc1nn(C(C)C(=O)NCc2ccccc2)c(C)c1[N+](=O)[O-] (stereo unspecified)
    7	-2	nt	2	nt	-6	-1
11) Cc1cccc(S(=O)(=O)N2C[C@@H]3[C@H](c4ccccc42)[C@H](CO)N3C(=O)CC2CC2)c1
    -3	9	-1	25[16.7 µM]	4	-12	-2
12) Cc1cc(C)cc(NC(=O)C(OC(=O)c2cc[n+]([O-])cc2)c2ccccc2)c1 (stereo unspecified)
    8	-7	-4	-3	6	5	0
13) O=C(CCC(=O)N1CCN(c2ccc(C(F)(F)F)cn2)CC1)c1cccs1
    1	5	-2	nt	1	1	0
14) COc1ccc(OC)c(NC(=O)c2oc3c(c2C)C(O)CC(C)(C)C3)c1 (stereo unspecified)
    nt	2	-6	nt	0	nt	-1
15) Cc1ccccc1Nc1c(-c2ccc(N3CCOCC3)cc2)nc2ncccn12
    53*	-3	7	-4	-1	17	nt
16) CCCC1NC(C(=O)O)Cc2c1[nH]c1ccccc21 (stereo unspecified)
    -3	1	-10	-1	1	3	2
17) COc1ccccc1CCNC(=O)Cn1c(=O)oc2ccccc21
    4	-7	0	2	1	5	7
18) CCNC(=O)C[C@H]1CC[C@H]2[C@@H](COC[C@@H](O)CN2C(=O)Nc2c(C)noc2C)O1
    1	-2	14	0[16.7 µM]	8	6	-3
19) CC(=O)NC(c1ccc(N(C)C)cc1)c1cc(Cl)c2cccnc2c1O (stereo unspecified)
    -33	nt	nt	15	3	-48	2
20) COc1ccccc1NNC(=O)c1cccnc1Oc1ccccc1
    -12	-20	0	2	1	12	1
21) COc1ccc(Cl)cc1C(=O)NNC(=O)COC(=O)CCN=C1NS(=O)(=O)c2ccccc21
    -2	8	3	-6	5	18	2
22) CCN1CCN(S(=O)(=O)c2ccc(Cl)c(C(=O)N(C)Cc3ccco3)c2)CC1
    1	-3	-1	-5	4	0	nt
23) CCCC(=O)Nc1sc2c(c1C(=O)OC)C(C(=O)OC)CC2 (stereo unspecified)
    -5	-21	nt	-17	nt	-10	-3
24) CCN(CC)CCOc1cccc(C(C)C)c1
    -9	-1	nt	-36	nt	6	2
25) O=C(COC(=O)c1nc(Cl)ccc1Cl)Nc1ccc(Cl)cn1
    -7	-8	-2	17	0	1	1
26) C[C@@H](CN1CCC(Cc2ccccc2)CC1)[C@@H](O)c1ccc(O)cc1
    -1	0	1	-1	0	4	1
27) COC(=O)c1ccc(COC(=O)C(NC(=O)Cc2ccccc2)C(C)C)cc1 (stereo unspecified)
    5	0	-5	3	-17	8	nt
28) Cc1cc(C)nc(SCc2csc(N)n2)n1
    -4	-2	nt	-2	nt	-9	4
29) O=C(CCCN1C(=O)/C(=C/c2ccco2)SC1=S)Nc1cccc(C(=O)O)c1
    nt	5	42*	nt	0	nt	nt
30) Cc1ccc(NC(=O)C(CC(=O)O)C2CCCO2)c(C)c1 (stereo unspecified)
    0	-2	-7	-1	1	6	0
31) CCOC(=O)C1(C)CCN1C(=O)c1ccc(N(C)C)cc1 (stereo unspecified)
    9	nt	0	0	-1	-7	2
32) C[C@@H]1CN([C@@H](C)CO)S(=O)(=O)c2ccc(-c3ccccc3F)cc2O[C@@H]1CN(C)C(=O)C1CC1
    -1	2	-1	-17[16.7 µM]	1	-16	3
33) CC(C)C(NS(=O)(=O)c1ccc2c(c1)C(C)(C)C(=O)N2C)C(=O)NCc1ccccc1Cl (stereo unspecified)
    -5	-9	-3	-6	4	17	1
34) Nn1c(-c2ccco2)n[nH]c1=S
    -2	-6	nt	0	nt	0	nt
35) C/C=C/c1cnc2c(c1)C(=O)N([C@@H](C)CO)C[C@@H](C)[C@H](CN(C)C(=O)Nc1ccc(OC)cc1)O2
    1	2	1	3[16.7 µM]	-1	-11	10
36) O=C(Nc1ccccc1F)N1CCCCN2[C@H](CO)[C@H](c3ccc(C4=CCCC4)cc3)[C@H]2C1
    -5	-1	0	-4[16.7 µM]	-3	-24	-1
37) COc1cc(OC)cc(OC(=O)c2ccc3c(=O)n4c(nc3c2)CCC4)c1
    nt	1	-2	nt	3	nt	2
38) COc1cccc(CNC(=O)C2CCCN(S(=O)(=O)c3cccc4nonc34)C2)c1 (stereo unspecified)
    -2	1	nt	2	nt	-17	-4
39) O=C(NC1CCC1)[C@@H]1[C@@H](CO)[C@@H]2Cn3c(ccc(C4=CCCCC4)c3=O)[C@H]1N2CC1CC1
    1	-6	-15	0[16.7 µM]	0	14	-2
40) Cc1cc(C(=O)NC(Cc2c[nH]c3ccccc23)C(=O)O)c(C)o1 (stereo unspecified)
    4	-9	-5	-4	-1	12	0
41) O=c1oc(-c2ccccc2[N+](=O)[O-])nc2ccccc12
    -3	-1	nt	2	nt	-8	nt
42) CC(C)C1NC(=S)N(C2CCCCC2)C1=O (stereo unspecified)
    nt	-6	0	nt	-8	nt	nt
43) O=C(C[C@H]1C[C@H]2c3cc(NC(=O)C4CCC4)ccc3O[C@H]2[C@@H](CO)O1)NC1CCCC1
    4	4	-1	8[16.7 µM]	1	3	-4
44) O=C(C[C@@H]1C[C@H]2c3cc(NC(=O)C4CCOCC4)ccc3O[C@H]2[C@@H](CO)O1)NCc1ccncc1
    -3	-1	-10	9[16.7 µM]	1	2	-3
45) N#Cc1c(NC(=O)c2ccc([N+](=O)[O-])o2)sc2c1CCC2
    17	nt	3	-2	1	?	-1
46) O=C(CSc1ncnc2scc(-c3ccc(Cl)cc3)c12)NCc1ccc2c(c1)OCO2
    14	-1	nt	-2	nt	22	-1
47) Cc1cc(C)c(C)c(S(=O)(=O)N2CCN(C(=O)C3CSC4(C)CCC(=O)N34)CC2)c1C (stereo unspecified)
    -11	3	nt	nt	nt	-2	nt
48) COc1ccc(NC(=O)N(C)C[C@@H]2OCCCC[C@@H](C)Oc3ccc(NC(=O)c4ccncc4)cc3C(=O)N([C@H](C)CO)C[C@H]2C)cc1
    -1	7	nt	-3[16.7 µM]	nt	nt	-2
49) COCCNC(=O)C[C@H]1C=C[C@@H](NC(=O)NC2CCCCC2)[C@@H](CO)O1
    2	14	10	0[16.7 µM]	-2	2	5
50) COC(=O)c1sc(NC(=O)c2c(C)noc2C)nc1C
    5	0	-2	-2	3	0	-1
51) CCc1ccc(S(=O)(=O)N(C(=O)c2ccncc2)c2ccc(OC(=O)c3ccncc3)cc2)cc1
    nt	-7	nt	6	nt	nt	-5
52) COC(=O)c1[nH]c2ccccc2c1NC(=O)CN1CCN(C(=O)c2ccco2)CC1
    -2	-4	nt	-3	nt	3	-5
53) CCC(=O)Nc1ccc2c(c1)C(=O)N(C)[C@H]1CC[C@H](CC(=O)NCC3CC3)O[C@@H]1CO2
    -3	-8	-1	1[16.7 µM]	-1	-9	1
54) CSc1nc2ccc(NC(=O)C3CC(=O)N(Cc4ccccc4)C3)cc2s1 (stereo unspecified)
    18	31	nt	-4	nt	5	-4
55) CO[C@H]1CN(C)C(=O)c2ccc(NC(=O)Nc3ccc(F)cc3)cc2OC[C@@H](C)NC[C@H]1C
    -3	1	-1	1[16.7 µM]	-4	3	2
56) COc1ccc(/C=C2/C(=O)N(c3ccccc3)N=C2C)cc1OC
    -10	5	-1	6	-1	-4	5
57) O=C(NCc1ccncc1)C1CCN(S(=O)(=O)c2cc(Cl)ccc2Cl)CC1
    -3	-5	-1	nt	1	21	3
58) O=C(COC(=O)c1ccccc1-n1cnnn1)c1ccccc1
    11	1	-3	0	1	-8	-4
59) O=C(NC[C@@H]1[C@H](c2ccccc2)[C@@H](CO)N1C(=O)Cc1cccnc1)C1CC1
    4	-5	-1	-7[16.7 µM]	3	-5	36
60) Cc1ccc2c(c1)N(CC(=O)N1CCCCC1)C(=O)C(C)O2 (stereo unspecified)
    0	-7	0	nt	5	4	-2
61) COc1cc(C(=O)Nc2ccc3c(c2)C(=O)c2ccccc2C3=O)cc(OC)c1OC
    nt	-18	nt	-3	nt	nt	2
62) O=C(c1cn(-c2ccccc2)nc1-c1ccc(F)cc1)N1CCOCC1
    -6	-4	nt	nt	nt	-21	-5

# Nothing new here: an excerpt of the list.
# Below each SMILES: esBAF inh	ARNT-TACC3 inh	SIRT5 inh	miR122 inh	ERp5 block	C2C12 statin	Cneo AK release
1) C[C@@H](NC(=O)C[C@@H]1C=C[C@H](NC(=O)c2cccnc2)[C@@H](CO)O1)c1ccccc1
    8	-3	-1	nt	-2	-17	-5
2) Cc1ccc(C(=O)Nc2ccc3nc(C)sc3c2)o1
    ?	nt	1	-4	1	-5	-2
3) COc1ccc(-c2[nH]c(-c3ccccc3)nc2SCC(=O)Nc2nccs2)cc1
    9	9	-1	nt	-2	-41	2
